Assay outcomes as filed in PubChem.
ERAP1 inh = ERAP1 (human) enzyme inhibition; recombinant ERAP1, Leu-AMC fluorescence, 60 min; inhibition, % at 10.7 µM; actives 0.15% (n = 340,000);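 active = mean replicate inhibition of at least 30%, or all replicates individually reaching that 30% level; inactive = mean below 30% and not every replicate reaching it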;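 note: 0% = neutral control wells and 100% = L-leucinethiol positive control wells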
RAD52 anneal inh = inhibitors of human RAD52 DNA annealing. inhibition, % at 18.7 µM. recombinant RAD52 DNA annealing, FRET fluorescence. actives 0.46% (n = 360,000);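 active = every replicate showing at least 50% inhibition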
Target sequence (P43351 whole entry, looked up): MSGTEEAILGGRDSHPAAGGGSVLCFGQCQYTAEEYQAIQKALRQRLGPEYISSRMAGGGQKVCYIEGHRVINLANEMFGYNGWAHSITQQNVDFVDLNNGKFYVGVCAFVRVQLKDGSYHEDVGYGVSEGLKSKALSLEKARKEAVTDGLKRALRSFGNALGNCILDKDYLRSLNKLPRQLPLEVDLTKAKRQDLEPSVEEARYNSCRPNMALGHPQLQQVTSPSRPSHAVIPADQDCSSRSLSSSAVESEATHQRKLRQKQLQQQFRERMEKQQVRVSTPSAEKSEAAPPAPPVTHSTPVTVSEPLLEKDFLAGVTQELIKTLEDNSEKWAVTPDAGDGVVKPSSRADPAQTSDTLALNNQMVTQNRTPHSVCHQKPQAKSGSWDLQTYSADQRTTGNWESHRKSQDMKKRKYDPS
RAD54 branch = blocks human RAD54 Holliday junction branch migration. Q92698. FAM/BHQ fluorescence. inhibition, % at 10.4 µM. actives 0.14% (n = 360,000);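 active = mean normalized replicate activity at least 40 and at least half of replicates scoring 40 or more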;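 note: 0% = median of neutral control wells and 100% = median of positive control wells; inhibitors cause a drop in the FAM fluorescence signal; in these data hits start at about 50%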
ARNT TACC3 PPI = ARNT/TACC3 interaction disruption. AlphaScreen His-ARNT PAS-B/GST-TACC3 binding, luminescence; TACC3 fragment carries E629A point mutation. AID 623870. actives 0.66% (n = 390,000). inhibition, % at 9.99 µM. Q9Y6A5;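 active = mean inhibition of replicates at least 50% and at least half of replicates each reaching 50%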;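 note: 0% = complete ARNT plus TACC3 wells and 100% = ARNT alone without TACC3; many hits fall short of the cut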
F508del corr = correctors of CFTR F508del function in bronchial epithelial cells. CFBE cells, YFP halide quenching; stimulated with forskolin plus potentiator P3; % fluorescence drop versus neutral controls. activity (quench increase), % at 7.58 µM. actives 0.36% (n = 350,000). AID 720511;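 active = mean added fluorescence quench of at least 8% versus neutral control, with both replicates also reaching 8%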;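 note: cells transiently co-express mutant CFTR-F508del with the halide-sensitive YFP; corrector assay measuring rescue of mutant channel to the surface after 24 h compound exposure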
INS-1E GSIS act = primary screen for activators of insulin secretion dependent on glucose, INS-1E cells, GLuc reporter luminescence | INS-1E GLuc reporter insulin secretion, 2-3 h | activation, % at 16.6 µM | actives 0.61% (n = 370,000) | AID 743287;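 active = lowest replicate activation of at least 40%, so every replicate reaches that level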;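 note: 0% = median of neutral control wells and 100% = median of IBMX positive control wells; some compounds called inactive have numbers as strong as hits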
esBAF inh = blocks esBAF chromatin remodeling in mouse ES cells; actives 2% (n = 350,000); AID 602393; reporter increase, % at 12.5 µM; Bmi1-luciferase knock-in reporter, 24 h; 100% = twice the neutral-well signal; in the data active = activation above about 40%;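 note: 0% = median of the plate's neutral control wells and 100% = double that signal; a rise in the Bmi1 reporter signal indicates esBAF inhibition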
Xi reactivation = X-chromosome reactivation activator; XiGFP mouse fibroblasts, % GFP-positive cells imaging, 3 d; cells co-treated with 5-aza-dC sensitizer; scaled so ellipticine positive control = 100%; actives 0.055% (n = 360,000); AID 743238; activation, % at 7.58 µM;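 active = mean normalized replicate activation at least 10% and every replicate at or above 10%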;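 note: 0% = median of on-plate neutral control wells and 100% = ellipticine 6 µM median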
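Material: SV40-immortalized XiGFP fibroblast cells, line 68-5-11 | Buffer or medium: DMEM containing 5-aza-dC | Dosing: One concentration, pinned | Times: 3 d treatment, 15 min room-temperature fixation | Controls: Ellipticine 6 µM positive control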
Numbers without * were called inactive; i = inactive; nt = no result given. Hits appear at their usual frequency; 3.3% or so of the library scored in one or more.

No.	compound	ERAP1 inh	RAD52 anneal inh	RAD54 branch	ARNT TACC3 PPI
1	C[C@H]1CN([C@@H](C)CO)C(=O)c2cc(NS(=O)(=O)c3cccs3)ccc2O[C@@H]1CN(C)S(=O)(=O)c1cccs1	nt	nt	nt	nt
2	CO[C@@H]1CN(C)C(=O)c2cc(NC(=O)C3CC3)ccc2OC[C@@H](C)N(Cc2ccncc2)C[C@@H]1C	2	13	-6	-11
3	CC1CCCCN1CCNC(=O)c1ccc2c(c1)N(Cc1cccc(Cl)c1)C(=O)c1ccccc1S2=O (stereo unspecified)	-4	9	9	13
4	COc1ccc(C(=O)NCCNc2ncc(C(F)(F)F)cc2Cl)cc1[N+](=O)[O-]	2	4	-10	3
5	COC(=O)c1cc(OC)c(OC)cc1NCC(=O)Nc1cccc(C(F)(F)F)c1	-2	5	nt	-1
6	C[C@@H]1CN([C@@H](C)CO)C(=O)Cc2cc(NC(=O)CCCCCC(=O)Nc3ccccc3N)ccc2O[C@@H]1CN(C)S(=O)(=O)c1ccc(Cl)cc1	nt	nt	nt	nt
7	C[C@@H]1CN([C@@H](C)CO)C(=O)c2cc(NS(=O)(=O)c3ccccc3)ccc2O[C@@H](C)CCCCO[C@@H]1CN(C)S(=O)(=O)c1ccccc1	-2	-30	2	3
8	O=C(CCSc1ccccc1)Nc1nc2c(s1)COc1ccccc1-2	1	-31	10	3
9	CC(C)(C)OC(=O)N1CCNc2ccccc2C1	nt	nt	8	-1
10	Cn1c(CNC(=O)c2ccccc2)nnc1SCC(=O)N1CCN(c2ccccc2)CC1	nt	nt	-7	-6

No.	F508del corr	INS-1E GSIS act	esBAF inh	Xi reactivation
1	-0.1	-4	0	-0.1
2	1.1	-6	-6	0.2
3	2.5	16	1	0.0
4	3.8	-17	1	0.3
5	2.3	4	nt	0.0
6	-0.8	26	-11	0.0
7	1.5	-16	-5	0.1
8	-1.9	nt	-5	0.1
9	nt	73	3	nt
10	nt	17	-11	nt

Two entries from above, screen by screen.
6) C[C@@H]1CN([C@@H](C)CO)C(=O)Cc2cc(NC(=O)CCCCCC(=O)Nc3ccccc3N)ccc2O[C@@H]1CN(C)S(=O)(=O)c1ccc(Cl)cc1
7) C[C@@H]1CN([C@@H](C)CO)C(=O)c2cc(NS(=O)(=O)c3ccccc3)ccc2O[C@@H](C)CCCCO[C@@H]1CN(C)S(=O)(=O)c1ccccc1
assay / compound | 6 | 7
ERAP1 inh | nt | -2
RAD52 anneal inh | nt | -30
RAD54 branch | nt | 2
ARNT TACC3 PPI | nt | 3
F508del corr | -0.8 | 1.5
INS-1E GSIS act | 26 | -16
esBAF inh | -11 | -5
Xi reactivation | 0.0 | 0.1

Later entries.
No.	compound	ERAP1 inh	RAD52 anneal inh	RAD54 branch	ARNT TACC3 PPI
11	Cc1ccc(C)c(NC(=O)C2(C)CCN2C(=O)C(C)C)c1 (stereo unspecified)	-3	-18	10	nt
12	O=C(COC(=O)c1cc(Cl)ccc1O)NCCNC(=O)COC(=O)c1cc(Cl)ccc1O	0	-6	-2	-1
13	CCCc1nnc(NC(=O)CCC(=O)Nc2ccc(Br)cc2)s1	0	-17	4	-7
14	O=C(CC(NCc1ccccn1)C(=O)O)Nc1ccccc1Cl (stereo unspecified)	-2	-37	-4	51*
15	O=C(CNCC1CCCO1)Nc1ccccc1N1CCOCC1 (stereo unspecified)	nt	nt	9	-4
16	C[C@@H]1CCCCO[C@@H](CN(C)Cc2ccc3c(c2)OCO3)[C@H](C)CN([C@@H](C)CO)C(=O)c2cc(NS(=O)(=O)c3ccccc3)ccc2O1	-5	22	-11	-2
17	CC1(C)CC(=O)C2=C(C1)N(c1cccnc1)C(N)=C(C#N)C2c1cccs1 (stereo unspecified)	0	-16	nt	0
18	COc1ccc(S(=O)(=O)NC(C)C(=O)NCCN2CCOCC2)cc1Cl (stereo unspecified)	1	-10	-19	-5
19	COc1ccccc1C(=O)NC(=O)COC(=O)c1ccco1	1	-16	6	-7
20	O=C(NCCc1ccccc1)c1cccc(NC(=O)C2CCCCC2)c1	-2	-1	2	-2

No.	F508del corr	INS-1E GSIS act	esBAF inh	Xi reactivation
11	-2.5	nt	-3	0.0
12	3.1	29	0	0.0
13	-2.6	11	-6	0.0
14	-3.2	-1	5	0.0
15	nt	18	-3	nt
16	-0.8	10	-1	0.0
17	-1.1	1	nt	-0.1
18	-1.0	1	-2	0.1
19	-0.8	1	4	0.6
20	-1.1	-8	23	0.0

The results go on.
No.	compound	ERAP1 inh	RAD52 anneal inh	RAD54 branch	ARNT TACC3 PPI
21	O=C(NCc1ccc(OC(F)(F)F)cc1)C12CN(Cc3ccccc3)CC1C(c1cccc([N+](=O)[O-])c1)=NO2 (stereo unspecified)	2	-13	-4	1
22	CO[C@@H]1CN(C)C(=O)c2ccc(NC(C)=O)cc2OC[C@H](C)N(C(=O)C2CC2)C[C@@H]1C	0	0	1	7
23	CC(C)CNC(=O)c1cc(-c2ccc(Br)cc2)on1	1	-12	nt	3
24	O=C(NCc1ccc(S(=O)(=O)NC2CCCCC2)s1)c1ccccc1	3	-17	nt	-8
25	Cn1cc(S(=O)(=O)c2ccccc2)c(=O)c2cc(Cl)ccc21	4	-11	-3	-6
26	CC[C@@H](NCCCn1ccc(NC(=O)OCc2ccccc2)nc1=O)c1ccccc1	nt	-11	4	nt
27	CCc1c(C)nc2nc(NC(C)=O)[nH]n2c1=O	nt	nt	-7	1
28	C[C@H](NC(=O)C[C@H]1CC[C@H]2[C@@H](COC[C@@H](O)CN2C)O1)c1ccccc1	0	-1	-1	3
29	Cc1ccc(S(=O)(=O)N2CCN(CC(=O)Nc3ccccc3C(=O)NC3CC3)CC2)cc1	0	-19	nt	-5
30	O=C(C[C@@H]1C[C@H]2c3cc(NC(=O)C4CCC4)ccc3O[C@H]2[C@H](CO)O1)NCc1ccc(-c2ccccc2)cc1	0	-12	-10	-1

No.	F508del corr	INS-1E GSIS act	esBAF inh	Xi reactivation
21	-4.9	-3	7	0.0
22	1.8	-2	0	-0.1
23	-1.9	nt	nt	nt
24	-0.5	3	15	0.2
25	0.3	9	-3	0.0
26	2.8	-1	-1	-0.1
27	nt	9	-1	nt
28	-1.0	5	-4	0.1
29	1.8	5	nt	0.1
30	2.0	-1	-18	0.0

Following part:
No.	compound	ERAP1 inh	RAD52 anneal inh	RAD54 branch	ARNT TACC3 PPI
31	O=C(c1ccco1)N1N=C(c2ccccc2)CC1c1ccc2nccnc2c1 (stereo unspecified)	3	-27	2	6
32	Cc1cc(NC(=O)CCC(=O)N(CCC(C)C)C(C(=O)NCC2CCCO2)c2ccccc2C)no1 (stereo unspecified)	-4	-10	-3	1
33	O=C(COC(=O)c1cc(S(=O)(=O)N2CCOCC2)ccc1Cl)c1ccc[nH]1	4	-14	-2	nt
34	COc1ccc(N)c(C)c1	1	-12	1	nt
35	Cc1cc(C)c(S(=O)(=O)c2ccccc2)c(N(C)C)n1	4	-8	-9	-3
36	CCc1ccc2c(c1)NC(=O)C2(C)Cc1ccccc1C#N (stereo unspecified)	4	-14	-6	nt
37	COc1cc2c3nnc(-c4ccc(F)cc4)c-3cn(Cc3ccc(F)cc3)c2cc1OC	nt	i	-18	-1
38	CCS(=O)(=O)N1[C@@H](CO)[C@@H](c2ccccc2)C12CN(C(=O)C1CC1)C2	-1	-10	nt	nt
39	Cc1cccn2c(CNCC3OCCc4ccccc43)c(C(=O)N3CCCCC3)nc12 (stereo unspecified)	-1	-40	nt	0
40	Cc1ccc(S(=O)(=O)Nc2ccc3c(c2)CC(=O)N([C@@H](C)CO)C[C@H](C)[C@H](CN(C)C(=O)Nc2ccc4c(c2)OCO4)O3)cc1	0	-5	-2	-20

No.	F508del corr	INS-1E GSIS act	esBAF inh	Xi reactivation
31	1.6	nt	nt	0.0
32	-2.1	-19	3	0.5
33	2.1	nt	15	0.2
34	-2.8	-14	10	nt
35	nt	27	3	nt
36	4.1	nt	2	1.1
37	1.7	-1	12	2.9
38	0.4	17	nt	0.1
39	5.0	0	nt	0.1
40	0.2	2	1	-0.3

4 entries out of the list above, sorted by the value under RAD52 anneal inh, smallest number first.
| # | Compound | ERAP1 inh | RAD52 anneal inh | ARNT TACC3 PPI | F508del corr | INS-1E GSIS act | esBAF inh |
| --- | --- | --- | --- | --- | --- | --- | --- |
| 39 | Cc1cccn2c(CNCC3OCCc4ccccc43)c(C(=O)N3CCCCC3)nc12 (stereo unspecified) | -1 | -40 | 0 | 5.0 | 0 | nt |
| 36 | CCc1ccc2c(c1)NC(=O)C2(C)Cc1ccccc1C#N (stereo unspecified) | 4 | -14 | nt | 4.1 | nt | 2 |
| 34 | COc1ccc(N)c(C)c1 | 1 | -12 | nt | -2.8 | -14 | 10 |
| 40 | Cc1ccc(S(=O)(=O)Nc2ccc3c(c2)CC(=O)N([C@@H](C)CO)C[C@H](C)[C@H](CN(C)C(=O)Nc2ccc4c(c2)OCO4)O3)cc1 | 0 | -5 | -20 | 0.2 | 2 | 1 |

The listing continues.
No.	compound	ERAP1 inh	RAD52 anneal inh	RAD54 branch	ARNT TACC3 PPI
41	COc1ccc(NC(=O)CSCc2cc(=O)n3c(C)csc3n2)cc1	3	-9	-14	-1
42	COc1ccc2nc(SC)cc(C)c2c1	5	1	nt	-5
43	CCCn1c(N)c(C(=O)CSc2nnc(C3CC3)n2-c2ccccc2)c(=O)[nH]c1=O	3	-18	-2	2
44	Cc1nc2c(-c3ccc(F)cc3)cnn2c(N)c1-c1ccc(F)cc1	-1	-4	14	3
45	COc1ccc(S(=O)(=O)N(C)C[C@@H]2OCCCC[C@H](C)Oc3ccc(NS(=O)(=O)c4ccc(Cl)cc4)cc3C(=O)N([C@H](C)CO)C[C@@H]2C)cc1	2	-3	nt	nt
46	CC(=O)N1[C@@H]2Cn3c(ccc(-c4cccnc4)c3=O)[C@H]1[C@@H](C(=O)NC1Cc3ccccc3C1)[C@@H]2CO	0	-3	2	3
47	CC(=O)c1ccc(Nc2c([N+](=O)[O-])ccc3nonc23)cc1	-2	-15	2	-12
48	O=C(COC(=O)c1c[nH]c2ccccc12)NC1CCCC1	-3	-70	0	0
49	CN(C)C(=O)c1ccc(-c2ccc([C@H]3[C@@H](CO)N4CCCCN(Cc5cccnc5)C[C@H]34)cc2)cc1	17	-6	5	3
50	O=C(c1cccc([N+](=O)[O-])c1)N1CCN(Cc2ccccc2)CC1	6	-5	18	-2
51	COc1ccccc1N1CCN(C(=O)c2cccc(N3C(=O)C4C5C=CC(C5)C4C3=O)c2)CC1 (stereo unspecified)	-1	0	6	3
52	Cc1ccc(C)c(NC(=O)CN(C)C(=O)CSCc2c(C)noc2C)c1	0	-8	nt	-5

No.	F508del corr	INS-1E GSIS act	esBAF inh	Xi reactivation
41	0.2	15	-1	0.4
42	-6.2	9	nt	-0.1
43	0.0	20	-9	-0.3
44	-5.2	-17	40	0.2
45	0.4	-4	nt	0.0
46	0.4	10	6	0.1
47	-0.4	9	1	0.0
48	-1.1	21	16	0.1
49	3.6	1	13	-0.1
50	-1.9	14	-3	0.0
51	-1.7	-23	0	0.2
52	-2.1	43	nt	0.0
